# Screens as filed in PubChem BioAssay.
# mcGAS lum: cyclic GMP-AMP synthase inhibitors, mouse, primary biochemical chemiluminescence; inhibition, % at 12.5 µM; recombinant cGAS, Kinase-Glo ATP depletion luminescence; Q8C6L5; 160,000 compounds, 0.15% hits;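 further: 0% = negative control wells and 100% = reference inhibitor with no enzyme activity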
# hcGAS lum: Primary biochemical luminescence assay for human cyclic GMP-AMP synthase inhibitors | Q8N884 | recombinant h-cGAS, ATP depletion, Kinase-Glo luminescence | inhibition, % at 12.5 µM | 290,000 compounds, 0.081% hits | AID 1259398, 2018;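 further: 0% = vehicle reaction and 100% = reaction without DNA for no activity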
# Target sequence (Q8N884 whole entry, looked up): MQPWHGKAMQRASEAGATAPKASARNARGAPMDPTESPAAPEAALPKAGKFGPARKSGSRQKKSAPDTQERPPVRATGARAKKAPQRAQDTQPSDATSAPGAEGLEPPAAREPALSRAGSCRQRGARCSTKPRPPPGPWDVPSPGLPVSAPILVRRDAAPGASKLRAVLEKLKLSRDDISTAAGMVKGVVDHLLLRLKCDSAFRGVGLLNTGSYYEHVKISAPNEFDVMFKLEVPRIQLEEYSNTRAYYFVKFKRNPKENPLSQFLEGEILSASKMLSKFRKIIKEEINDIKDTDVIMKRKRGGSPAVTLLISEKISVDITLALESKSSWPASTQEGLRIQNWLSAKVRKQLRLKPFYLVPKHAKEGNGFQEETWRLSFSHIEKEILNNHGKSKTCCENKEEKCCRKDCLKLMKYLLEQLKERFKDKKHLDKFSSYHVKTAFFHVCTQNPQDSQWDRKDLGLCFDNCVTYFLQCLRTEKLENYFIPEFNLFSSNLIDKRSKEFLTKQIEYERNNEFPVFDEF
# NPYLR7 agonist: agonists of mosquito NPYLR7 receptor, primary screen, cell-based, Aedes aegypti, calcium fluorescence, mosquito biting behavior | HEK293T NPYLR7/Galpha15, GCaMP6s calcium fluorescence | AID 1259423, 2018 | activation, % at 10 µM | 270,000 compounds, 0.15% hits; in the data active means activation above about 40%;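 further: 0% = vehicle and 100% = reference agonist at the receptor; some compounds past the cut are filed as inactive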
# * hit, by the source's call; nt = not tested or not shown; & = joins results of further samples. Unless noted, no stated cut-off is given here; in the data, active means inhibition above about 40%; inactive means the rest.
SMILES,mcGAS lum,hcGAS lum,NPYLR7 agonist
CC1(C(=O)NS(=O)(=O)c2ccc3ccccc3c2)CCN1C(=O)Cc1ccc(-c2ccccc2)cc1 (centres undefined),nt,-9,-3
CCOC(=O)C(c1cc(OC)ccc1OC)C1C=CC(NC(=O)c2ccccc2OC(F)(F)F)C1 (centres undefined),-4,-5,0
CC(C)C(NC(=O)Nc1ccccc1C(F)(F)F)C(=O)N1CCOCC1 (centres undefined),nt,-6,2
Cc1cccc(S(=O)(=O)NCC2(NC(C)c3ccccc3)CCOCC2)c1 (centres undefined),-17,-8,-1
CC(C)(C)CC(C)(C)c1ccc(OCC(=O)NNC(=O)c2cc([N+](=O)[O-])cc([N+](=O)[O-])c2)cc1,nt,-10,-3
CC(=O)c1ccc(N=Nc2c(C)[nH]n(-c3ccccc3)c2=O)cc1,-4,-4,-7
COc1ccc(Cn2ccnc2CN(CC(C)C)C(=O)c2ccc(Cl)cc2)cc1,-6,-8,25
Cn1ccc(CN2C(=O)NC(C)(c3ccccc3C(F)(F)F)C2=O)cc1=O (centres undefined),nt,-6,3
COc1cccc(-c2nc3c(OCc4ccccc4)cccn3c2NC(C)(C)C)c1,-1,1,-7
Cc1ccc(CCCCC(=O)N2CCCCC2CNC(N)=O)cc1 (centres undefined),nt,-9,6
CCC(C(=O)NCC(C)C)n1c(=O)n(-c2ccccc2Cl)c(=O)c2ccccc21 (centres undefined),-6,-8,-6
O=C(O)CCCN1C(=O)S/C(=C/c2ccc(Br)cc2)C1=O,nt,-3,6
O=C(c1ccc(Cn2cccn2)o1)N1CC[C@H](CO)[C@H](O)C1,nt,-5,2
Cc1cc(CN(C)C(C)C(N)=O)cc(C)c1OCC(F)(F)F (centres undefined),nt,-18,6
O=C(c1cn2ccccc2n1)N1CCc2c([nH]c3ccccc23)C1c1ccccn1 (centres undefined),-4,2,15
CNc1cccc(-c2cccc(C#N)c2)n1,nt,-1,1
CC(C)Oc1nc(-c2cccc(F)c2)n(-c2cccc(NC(=O)c3ccco3)c2)n1,-9,-4,nt
CC(O)CN1CCN(c2cc(C(C)C)nc(C(C)C)n2)CC1C (centres undefined),-2,-3&-3,2&-3
Cc1ccc2[nH]c(C(=O)N3CCn4cccc4C3c3cccnc3)c(C)c2c1 (centres undefined),-15,-5,21
COc1ccc2[nH]c(C)cc(=O)c2c1,nt,-1,3

# Copied from the list.
# Result of CC(C)Oc1nc(-c2cccc(F)c2)n(-c2cccc(NC(=O)c3ccco3)c2)n1 in hcGAS lum: -4
# Result of CC(=O)c1ccc(N=Nc2c(C)[nH]n(-c3ccccc3)c2=O)cc1 in hcGAS lum: -4

# (more compounds)
SMILES,mcGAS lum,hcGAS lum,NPYLR7 agonist
Cc1c(NC(=O)Nc2ccccc2-c2ccccc2)n(C)c(=O)n1-c1ccccc1,nt,-9,-10
CCc1ccccc1NC(=O)Cn1cccc(-c2nc(-c3ccc(C)cc3)no2)c1=O,0,-3,0
CC1(C)CCC[C@]2(C)C=C(C3OCCO3)C(=O)C[C@@H]12,nt,-6,3
CCc1[nH]n2c(=O)cc(CSc3nccc(C)n3)nc2c1-c1ccc(F)cc1,nt,-4,-18
Cc1ccc(CNC(=O)Cn2c(-c3nnc(C(C)C)o3)cc3ccccc32)cc1,-8,-6,0
COc1ccc(-c2ccc(CCC(=O)N3CCN(c4ccccc4)CC3)n2-c2ccc(SC)cc2)cc1,-6,-1,0
COc1ccc(S(=O)(=O)N(CC(=O)NCc2ccccc2)c2ccc(C)cc2)cc1OC,-7,-5,3
CCN(Cc1cc(Cl)ccc1OC)C(=O)[C@@H](N)Cc1ccccc1,-16,-5,5
Cc1cc(Br)ccc1NC(=O)CNC(=O)CCCSc1ccccc1,-3,-2,3
O=C(O)C1CN(c2ncccn2)CCN1C(=O)CCc1cccnc1 (centres undefined),-19,-10,22

# 19 compounds out of the list, arranged by formula weight, ascending.
SMILES,mcGAS lum,hcGAS lum,NPYLR7 agonist
COc1ccc2[nH]c(C)cc(=O)c2c1,nt,-1,3
CNc1cccc(-c2cccc(C#N)c2)n1,nt,-1,1
CC1(C)CCC[C@]2(C)C=C(C3OCCO3)C(=O)C[C@@H]12,nt,-6,3
O=C(c1ccc(Cn2cccn2)o1)N1CC[C@H](CO)[C@H](O)C1,nt,-5,2
Cc1cc(CN(C)C(C)C(N)=O)cc(C)c1OCC(F)(F)F (centres undefined),nt,-18,6
CC(O)CN1CCN(c2cc(C(C)C)nc(C(C)C)n2)CC1C (centres undefined),-2,-3&-3,2&-3
Cc1ccc(CCCCC(=O)N2CCCCC2CNC(N)=O)cc1 (centres undefined),nt,-9,6
O=C(O)C1CN(c2ncccn2)CCN1C(=O)CCc1cccnc1 (centres undefined),-19,-10,22
CCN(Cc1cc(Cl)ccc1OC)C(=O)[C@@H](N)Cc1ccccc1,-16,-5,5
O=C(O)CCCN1C(=O)S/C(=C/c2ccc(Br)cc2)C1=O,nt,-3,6
Cc1ccc(CNC(=O)Cn2c(-c3nnc(C(C)C)o3)cc3ccccc32)cc1,-8,-6,0
O=C(c1cn2ccccc2n1)N1CCc2c([nH]c3ccccc23)C1c1ccccn1 (centres undefined),-4,2,15
CCc1[nH]n2c(=O)cc(CSc3nccc(C)n3)nc2c1-c1ccc(F)cc1,nt,-4,-18
Cc1c(NC(=O)Nc2ccccc2-c2ccccc2)n(C)c(=O)n1-c1ccccc1,nt,-9,-10
COc1cccc(-c2nc3c(OCc4ccccc4)cccn3c2NC(C)(C)C)c1,-1,1,-7
CCc1ccccc1NC(=O)Cn1cccc(-c2nc(-c3ccc(C)cc3)no2)c1=O,0,-3,0
Cc1cc(Br)ccc1NC(=O)CNC(=O)CCCSc1ccccc1,-3,-2,3
COc1ccc(S(=O)(=O)N(CC(=O)NCc2ccccc2)c2ccc(C)cc2)cc1OC,-7,-5,3
COc1ccc(-c2ccc(CCC(=O)N3CCN(c4ccccc4)CC3)n2-c2ccc(SC)cc2)cc1,-6,-1,0

# Other entries.
SMILES,mcGAS lum,hcGAS lum,NPYLR7 agonist
O=C(c1ccc(-c2ccccc2)c(F)c1)C1CCCN(C2CCSCC2)C1 (centres undefined),-9,-6,6
Cc1ccc(S(=O)(=O)N2CCN(C(=O)C3CCC3)CC2)cc1C,-6,-7,1
CCc1nc(C)c(C(=O)N2CCn3cccc3C2c2ccccn2)o1 (centres undefined),-19,-3,1
COc1ccc(-n2nnc3c(SCC(=O)OCc4ccccc4)ncnc32)cc1,-7,-5,16
COc1ccc(S(=O)(=O)N2CCN(c3ncccc3C(=O)NCc3cccs3)CC2)c(OC)c1,-8,-11,21
COc1ccc(C(NC(=O)C2CCN(Cc3ccccc3)CC2)c2ccccn2)cc1 (centres undefined),-2,-2,11
Cc1cnc(C(=O)N2CC(c3ccncc3)C2)cn1,-14,-4,2
CNS(=O)(=O)CC1CCCN1C(=O)c1ccc(C)c(C)c1 (centres undefined),nt,-3,-4
COc1ccccc1C(=O)N1CCN(c2ccc3c(c2)OCO3)C(=O)C1C (centres undefined),-3,-2,18
Cc1nn(C)c(C)c1CCC(=O)N(C)C(C)c1nccs1 (centres undefined),nt,-3,7
N#Cc1c(-c2ccco2)cc(C2CC2)[nH]c1=S,nt,-8,-2
O=C(NC[C@H]1C[C@H]2C=C[C@H]1C21CC1)c1cc(COc2ccc(-n3cncn3)cc2)on1,-10,-4,2
CCCCN(Cc1cccn1C)C(=O)CN(C(=O)Nc1ccc(C(C)C)cc1)C(C)C,-4,0,-2
COc1cc(CC(=O)N2CCOC(COc3ccc(F)cc3)C2)cc(OC)c1 (centres undefined),-6,-9,8
Cc1cc(C)nc(SCc2c(C(=O)N3CCOCC3)nnn2-c2ccccc2)n1,-8,-7,-3
CCCCn1c(=O)[nH]c(=O)c2c1nc(CSc1nc(C)cs1)n2CCC,-5,-1,-7
CCc1nc2n(n1)C(=O)C(C(c1cccs1)N1CCN(Cc3ccccc3)CC1)S2 (centres undefined),-9,-7,-4
CCOC(=O)c1ccc(NC(=O)CSc2nc(=O)n3ccccc3n2)cc1,-6,-4,1
CCC(C(=O)NCc1ccco1)n1c(=O)n(CC)c(=O)c2ccccc21 (centres undefined),-5,-6,21
Cc1ccc(CN(Cc2ccccc2)Cc2nc(C(=O)NC(C)C)co2)c(C)c1,-4,2,17
O=C(COCc1ccccc1)N1CCN(c2nccc(-c3cccs3)n2)CC1,-8,-5,25
Cc1nn(C)cc1CCC(=O)OC1C2CCCOC2C1(C)C (centres undefined),nt,-6,2
CCOC(=O)C1(Cc2ccccc2C)CCCN(C(=O)c2cc(OC)cc(OC)c2)C1 (centres undefined),nt,-5,4
COC(=O)CCC(=O)OC[C@]1(C)CCC[C@@]2(C)C3CC[C@]4(C)C=CC3(CCC12)C4 (some centres undefined),-8,-7,-7
CCSc1nnc(NC(=O)c2csc3c2CCCC3)s1,nt,-1,7
COC1=CC=CC(=Cc2c(N)n3nc(C4CCCCC4)sc3nc2=O)C1=O,nt,5,0
Cc1cccc(Nc2cc(N3CCN(CCCOc4ccccc4)CC3)ncn2)c1,nt,-8,7
O=C(N1CCC(c2nc(-c3ccc(Cl)cc3)no2)CC1)C1(c2ccc(Cl)cc2)CCCC1,-7,-10,6
O=C1c2ccccc2NC2(CCSC2)N1c1ccc2c(c1)OCO2 (centres undefined),nt,1,-1
O=C(c1cc2c(cc1O)OCO2)N1CCC(Nc2cccnn2)CC1,nt,5,3
COCCN(Cc1cccs1)C(=O)c1cc2ccccc2o1,-5,-3,2
COc1ccc(OCC(O)CNC(C)(C)C)c(C(C)(C)C)c1 (centres undefined),-5,-4,-6
CCOCCC(=O)NC1CCCCCCC1,-5,2,nt
CCOC(=O)C(C)(C)N(C)C(=O)c1cc(C)sc1C,-18,-11,3
CCCn1c(-c2ccc(C)cc2)nc2c(c(=O)c3ccccc3n2C)c1=O,nt,-8,3
Clc1ccc2nc(N3CCCCC3)nc(-c3ccccc3)c2c1,-1,1,11
CO/N=C(/C(=O)NC1C(=O)N2C(C(=O)O)=C(CSc3nc(=O)c(=O)[nH]n3C)CS[C@H]12)c1csc(N)n1 (some centres undefined),nt,-2,-12
CC(C)Cc1nc2sc3c(NCCN4CCOCC4)ncnc3c2c2c1COC(C)(C)C2,nt,-4,11
CCOC(=O)CCCNC(=O)CSc1n[nH]c(-c2ccc(Br)cc2)n1,nt,3,-1
CC(=O)Nc1cc(S(=O)(=O)Nc2ccc(C)c(F)c2)ccc1C,nt,-6,10
CCCCN(C)C(=O)c1sc(=O)n(Cc2ccccc2C)c1C,nt,-4,-6
CC(C)=CCN1CCN(Cc2c(O)ccc3ccccc23)CC1CCO (centres undefined),-12,-11,8
Cc1[nH]n(-c2ccccc2)c(=O)c1N=Nc1cccc(Cl)c1,nt,-4,-5
Cn1cc(Cl)cc1C(=O)Nc1cnc(-c2ccccc2)nc1,nt,-3,9
CCOc1ccc(-n2nnc3c(N4CCN(S(=O)(=O)c5ccc(C)cc5C)CC4)ncnc32)cc1,-11,-6,-3
COCCN1CCC(CN2CCN(c3nccc4ccccc34)CC2)CC1,nt,-4,-4
CCOc1ccc(-c2cc(C(=O)NCc3cc(C(F)(F)F)cc(C(F)(F)F)c3)c3ccccc3n2)cc1,-7,-9,25
CC(C)CNC(=O)NCC12CCC=C1N(CC1CC1)C(=O)CC2 (centres undefined),-5,-7,nt
Cc1ccc(N2CC(C(=O)NC(C)c3cccc(Cl)c3)CC2=O)cc1 (centres undefined),nt,-7,6
COCCN(Cc1ccc(C(O)(c2cccs2)c2cccs2)o1)Cc1ccccc1OC,-3,-3,-1
